# Bioassay records as filed in PubChem.
# PLK1 PBD inh – qHTS for Inhibitors of PLK1-PDB (polo-like kinase 1 - polo-box domain): Primary Screen | 2.8% of 360,000 active | Plk1 PBD binding of FITC phosphopeptide, fluorescence polarization | Serine/threonine-protein kinase PLK1 (Homo sapiens), P53350 | Potency, µM, for inactives: max response, negative = inhibition, usual class: inhibitors; further: potency means the concentration at half of the fitted maximal effect; series mostly up to about 57 µM; on the % scale 0 is the no-effect control and ±100 the full control effect; nearly all actives have a fitted effect of over 65% in size
# PI5P4K alpha inh – qHTS for Inhibitors of phosphatidylinositol 5-phosphate 4-kinase (PI5P4K); Phosphatidylinositol 5-phosphate 4-kinase type-2 alpha (Homo sapiens), P48426; PI5P4Kalpha enzyme, ADP-Glo luminescence, 60 min; hits give low values; max response, %; 1.2% of 330,000 active; active means max response of -50% or lower; inconclusive means between -30% and -50%; inactive means -30% or higher; further: value at the top dose of about 77 µM; on the % scale 0 is the no-effect control and ±100 the full control effect
#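 PI5P4Kalpha ADP-Glo assay; 5 microM ATP final; 60 min RT reaction; HEPES pH 7.4/EGTA/CHAPS, 5% DMSO; controls lacking substrate or enzyme; luminescent end-point.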
# EPAC1 antag – qHTS for Antagonist of cAMP-regulated guanine nucleotide exchange factor 3 (EPAC1): primary screen; Potency, µM (top dose mostly 115 µM), without a hit: at the highest dose activity change, negative = inhibition, usual class: inhibitors; Rap guanine nucleotide exchange factor 3 (Homo sapiens), O95398; AID 720709, 2013; 0.14% of 360,000 active; EPAC1 GEF assay, Rap1b-BODIPY-GDP exchange fluorescence;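 further: potency means the concentration at half of the fitted maximal effect; plate controls were vehicle for no effect and positive control for full effect; nearly all actives have a fitted effect of over 50% in size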
# MmCpn inh – Inhibitors of TCP-1 ring complex (TRiC) of Methanococcus maripaludis (MmCpn): qHTS; purified Mm-Cpn ATPase, ADP Transcreener TR-FRET; Potency, µM (titrated, usually from 76.9 µM), inactives show top-dose activity, negative = inhibition, usual class: inhibitors; 0.031% of 330,000 active; Chaperonin Mm-Cpn (Methanococcus maripaludis); further: potency means the concentration at half of the fitted maximal effect; on the % scale 0 is the no-effect control and ±100 the full control effect; nearly all actives have a fitted effect of over 80% in size
#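 Purified archaeal chaperonin (25 nM final) was preincubated with compound for 10 min at 37°C, then ATP (10 uM final) was added for 30 min at 37°C in Tris pH 7.4/KCl/MgCl2/DTT buffer. ADP was quantified by HTRF Transcreener TR-FRET.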
# WRN helicase inh – qHTS for Inhibitors of WRN Helicase | 0.46% of 360,000 active | WRN helicase unwinding, fluorescent forked duplex, kinetic | Potency, µM (series often up to 114 µM), for the others: top-dose activity change, negative = inhibition, most hits filed as inhibitors | AID 651768, 2012 | Bifunctional 3'-5' exonuclease/ATP-dependent helicase WRN (Homo sapiens), Q14191; further: potency means the concentration at half of the fitted maximal effect; on the % scale 0 is the no-effect control and ±100 the full control effect; nearly all actives have a fitted effect of over 55% in size
#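 Enzyme (20 nM final) and test compound sit together 15 min at room temperature before substrate addition. Substrate is a single-forked duplex oligonucleotide (100 nM) labelled with fluorophore and quencher, with 2 mM ATP; helicase unwinding raises red fluorescence, read kinetically.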
# CCT modulator – High-Throughput Screening for Modulators of Cytosolic Chaperonin Activity | AID 651819, 2012 | activity change, % (no concentration beside the values), hits read low | 0.3% of 360,000 active | purified chaperonin ATPase assay, HTRF ADP detection, 30 min; in the data active means activity change below about -30%; further: on the % scale 0 is the no-effect control and ±100 the full control effect
#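 Enzyme 40 or 20 nM (batch-dependent) in Tris pH 7.4/KCl/MgCl2/DTT; cpd 76 uM single point; ATP 10 uM; 30 min 37 °C; Transcreener ADP HTRF detection, 30 min RT; ratio 665/615.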
# EPAC2 antagonist – qHTS for Antagonist of cAMP-regulated guanine nucleotide exchange factor 2 (EPAC2): primary screen; EPAC2 GEF exchange of Rap1B-BODIPY-GDP, fluorescence; Potency, µM (top dose mostly 114 µM), inactives show top-dose activity, negative = inhibition, most hits filed as inhibitors; 0.18% of 360,000 active; further: potency means the concentration at half of the fitted maximal effect; on the % scale 0 is the no-effect control and ±100 the full control effect; nearly all actives have a fitted effect of over 45% in size; many of its hits are not listed in these tables
# Target sequence (Q8WZA2 whole entry, looked up): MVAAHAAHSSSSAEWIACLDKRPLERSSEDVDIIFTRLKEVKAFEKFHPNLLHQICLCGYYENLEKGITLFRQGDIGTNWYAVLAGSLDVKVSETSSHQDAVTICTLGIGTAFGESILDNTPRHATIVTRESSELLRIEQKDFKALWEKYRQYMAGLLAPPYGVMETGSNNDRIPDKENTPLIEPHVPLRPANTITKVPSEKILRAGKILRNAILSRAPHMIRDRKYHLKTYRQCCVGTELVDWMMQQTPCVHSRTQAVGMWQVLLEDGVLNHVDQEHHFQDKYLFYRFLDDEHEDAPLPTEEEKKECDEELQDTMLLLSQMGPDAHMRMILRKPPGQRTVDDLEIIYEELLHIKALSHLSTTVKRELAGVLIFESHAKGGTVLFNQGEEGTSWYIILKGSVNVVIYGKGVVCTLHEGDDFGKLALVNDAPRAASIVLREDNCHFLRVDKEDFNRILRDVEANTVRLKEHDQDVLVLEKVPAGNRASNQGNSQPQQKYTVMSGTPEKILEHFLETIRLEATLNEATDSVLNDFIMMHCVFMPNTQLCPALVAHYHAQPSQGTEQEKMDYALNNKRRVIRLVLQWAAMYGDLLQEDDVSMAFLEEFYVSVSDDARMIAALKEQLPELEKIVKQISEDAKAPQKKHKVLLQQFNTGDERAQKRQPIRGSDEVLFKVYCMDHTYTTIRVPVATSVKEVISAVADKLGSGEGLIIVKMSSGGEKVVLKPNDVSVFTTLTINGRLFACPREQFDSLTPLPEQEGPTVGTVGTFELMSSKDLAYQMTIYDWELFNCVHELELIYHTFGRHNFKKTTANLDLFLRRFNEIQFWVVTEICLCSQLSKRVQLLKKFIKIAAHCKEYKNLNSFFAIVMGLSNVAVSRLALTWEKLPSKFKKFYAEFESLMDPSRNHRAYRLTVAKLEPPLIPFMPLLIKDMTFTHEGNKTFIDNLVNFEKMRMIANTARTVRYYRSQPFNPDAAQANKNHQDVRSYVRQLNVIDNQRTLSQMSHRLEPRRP
# EPAC1 agonist – qHTS for Agonist of cAMP-regulated guanine nucleotide exchange factor 3 (EPAC1): primary screen. EPAC1 agonist qHTS, biochemical assay; response scale: 100% = response to 6.5 mM cAMP. Potency, µM (titrated, usually from 154 µM), without a hit: at the top dose activation, most hits filed as activators. 0.073% of 360,000 active. AID 720707, 2013; further: potency means the concentration at half of the fitted maximal effect; nearly all actives have a fitted effect of over 60% in size
#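 Read-out is the fluorescence drop as BODIPY-GDP leaves Rap1B (480 nm excitation, 540 nm emission), recorded every 5 minutes over 30 minutes. Reactions held 100 nM EPAC1, 250 nM Rap1B–BODIPY-GDP and 50 uM GDP, with 6.5 mM cAMP setting full activation.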
# Active calls of the source: *; ? = inconclusive; nt = not tested or not shown. Unless noted, the call rests on the fitted dose curve; in most records, active means well fitted curve in the direction sought with a large enough effect; inconclusive means small, poorly fitted or top-dose-only effect, or another doubt; inactive means no such curve, though single readings can be large; an effect the other way counts as inactive or inconclusive. A portion of the library (hit frequency here may not be typical).
SMILES,PLK1 PBD inh,PI5P4K alpha inh,EPAC1 antag,MmCpn inh,WRN helicase inh,CCT modulator,EPAC2 antagonist,EPAC1 agonist
COc1ccc(C(CNC(=O)c2cc(S(=O)(=O)NCc3ccco3)ccc2C)N(C)C)cc1 (stereo not given),-11%,0,-10%,0%,-1%,-8.6,5%,3%
COc1ccc(CNC(=O)CC2Sc3ccccc3NC2=O)cc1 (stereo not given),-1%,-2,5%,1%,-5%,1.5,-14%,9%
CCCN(C(=O)CCSc1ccc(F)cc1)c1c(N)n(Cc2ccccc2)c(=O)[nH]c1=O,-8%,1,0%,2%,-29%,-1.7,7%,2%
CN1CCc2c(sc3c2c(=O)n(-c2ccccc2)c2n[nH]c(=S)n32)C1,-14%,nt,10%,0%,-23%,-0.5,8%,-5%
Fc1ccc(NC(=S)NCc2cccnc2)cc1,-14%,-7,2%,1%,-26%,1.5,18%,0%
CCC1SC(=Nc2cccc(C)c2)NC1=O (stereo not given),-2%,4,-10%,-13%,-4%,2.5,-15%,8%
S=C(NCc1ccc(Cl)cc1)NC1CCCCC1,-14%,-3,-7%,-1%,1%,-0.5,-20%,3%
CCOC(=O)Nc1ccc2c(c1)ncn2C1CCCCC1,-6%,nt,-3%,0%,-2%,2.1,1%,16%
Cc1oc(-c2ccc(F)cc2)nc1CN1CCCC(C(=O)N2CCOCC2)C1 (stereo not given),-10%,0,-10%,0%,7%,-0.6,10%,6%
CC1=C(C(=O)N(C(C)C)C(C)C)CC(CC(=O)NC2CCCCC2)C(=O)N1Cc1ccc(C(C)(C)C)cc1 (stereo not given),-8%,-1,?,nt,-9%,-2.1,?,-24%
Cc1ccc(/C=N/NC(=O)c2cccc(NC(=O)c3ccccc3C)c2)o1,-8%,3,-24%,1%,-5%,-1.1,-8%,5%
CCOC(=O)C(=CNc1ccc(NC2=NCC(C)(C)S2)cc1)C(=O)OCC,2%,7,-8%,2%,-6%,-0.5,-5%,-6%

# Reformatted as tab-separated lines: entries from further up.
canonical_smiles	PLK1 PBD inh	PI5P4K alpha inh	EPAC1 antag	MmCpn inh	WRN helicase inh	CCT modulator	EPAC2 antagonist	EPAC1 agonist
CCC1SC(=Nc2cccc(C)c2)NC1=O (stereo not given)	-2%	4	-10%	-13%	-4%	2.5	-15%	8%
S=C(NCc1ccc(Cl)cc1)NC1CCCCC1	-14%	-3	-7%	-1%	1%	-0.5	-20%	3%
CCOC(=O)Nc1ccc2c(c1)ncn2C1CCCCC1	-6%	nt	-3%	0%	-2%	2.1	1%	16%
Cc1oc(-c2ccc(F)cc2)nc1CN1CCCC(C(=O)N2CCOCC2)C1 (stereo not given)	-10%	0	-10%	0%	7%	-0.6	10%	6%
CC1=C(C(=O)N(C(C)C)C(C)C)CC(CC(=O)NC2CCCCC2)C(=O)N1Cc1ccc(C(C)(C)C)cc1 (stereo not given)	-8%	-1	?	nt	-9%	-2.1	?	-24%
Cc1ccc(/C=N/NC(=O)c2cccc(NC(=O)c3ccccc3C)c2)o1	-8%	3	-24%	1%	-5%	-1.1	-8%	5%
CCOC(=O)C(=CNc1ccc(NC2=NCC(C)(C)S2)cc1)C(=O)OCC	2%	7	-8%	2%	-6%	-0.5	-5%	-6%

# More records.
SMILES,PLK1 PBD inh,PI5P4K alpha inh,EPAC1 antag,MmCpn inh,WRN helicase inh,CCT modulator,EPAC2 antagonist,EPAC1 agonist
O=C(c1cccc([N+](=O)[O-])c1)c1ccc2[nH]c(=O)[nH]c2c1,-11%,-16,0%,-2%,-10%,0.5,1%,0%
Cn1c(SCC(=O)NC(=O)NCc2ccco2)nnc1-c1ccccc1,?,-56*,5%,1%,?,2.3,22%,-11%
CNC[C@H]1Oc2c(NC(=O)c3ccc(-c4nccs4)cc3)cccc2C(=O)N([C@@H](C)CO)C[C@@H]1C,-5%,0,1%,-1%,-1%,0.6,2%,4%
Cc1ccc(S(=O)(=O)Nc2ccc(C(=O)NC3CC3)cc2)cc1,0%,0,-16%,1%,7%,-0.4,-1%,-7%
CC(C)c1ccc(NC(=O)C(c2ccccc2)N2CCOCC2)cc1 (stereo not given),6%,-2,-13%,1%,0%,0.8,-23%,-8%
CCOC(=O)c1c(O)c2c(n(Cc3ccco3)c1=O)CCCC2,-7%,4,-8%,0%,1%,-1.4,-8%,2%
COc1ccc(N2CCN(C(=O)COC(=O)Cc3ccc(F)cc3)CC2)cc1,-5%,-8,-16%,1%,-2%,-2.6,-2%,5%
CC1Cc2ccccc2N1Cc1cc(=O)c(OCC(=O)Nc2ccccc2)co1 (stereo not given),-3%,-28,3%,0%,-21%,0.1,-11%,-5%
CCN(CC(=O)Nc1c(F)cccc1F)C(=O)COc1ccc2c(c1)CCC2,1%,-3,-8%,1%,-24%,-0.8,-5%,6%
COc1ccc(/C=C2\SC(=S)N(CC(=O)N(C)C3CCS(=O)(=O)C3)C2=O)cc1 (stereo not given),-24%,-4,3%,0%,-1%,-2.7,-2%,2%
O=C(Cc1cccc(NC(=O)C2CCCN(C(=O)C3CCC3)C2)c1)Nc1cccc(C(=O)N2CCCCC2)c1 (stereo not given),-4%,-3,-15%,nt,-3%,0.3,14%,-8%
Cc1cc(C)n2nc(SCN3C(=O)c4ccccc4C3=O)nc2n1,-4%,nt,-1%,-3%,-12%,2.2,-1%,8%

# The final 2 records of the part above lead into the next:
SMILES,PLK1 PBD inh,PI5P4K alpha inh,EPAC1 antag,MmCpn inh,WRN helicase inh,CCT modulator,EPAC2 antagonist,EPAC1 agonist
O=C(Cc1cccc(NC(=O)C2CCCN(C(=O)C3CCC3)C2)c1)Nc1cccc(C(=O)N2CCCCC2)c1 (stereo not given),-4%,-3,-15%,nt,-3%,0.3,14%,-8%
Cc1cc(C)n2nc(SCN3C(=O)c4ccccc4C3=O)nc2n1,-4%,nt,-1%,-3%,-12%,2.2,-1%,8%
CCN(CC)c1ccc(NC(=O)Cn2c(C(C)NC(=O)c3ccc(C)cc3)nc3ccccc32)cc1 (stereo not given),-12%,1,-1%,1%,2%,-3.2,-13%,0%
CNC(=S)N1N=C(c2ccc(C)cc2)CC1c1ccc(OC)cc1 (stereo not given),-4%,-7,1%,-19%,-5%,-0.5,0%,14%
CCC(CC)NC(=O)COC(=O)c1ccc2c(c1)C(=O)N(Cc1ccco1)C2=O,-7%,2,-17%,-1%,-7%,1.6,-5%,-2%
O=C(/C=C\c1ccccc1)NCC(=O)N/N=C/c1ccc(O)cc1O,-17%,-10,-19%,1%,1%,-1.4,-2%,3%
CCN(CCCNC(=O)CCc1nc(-c2ccc(OC)cc2)no1)c1cccc(C)c1,1%,14,-13%,-2%,-17%,-0.1,-5%,-9%
CCCCn1c(N)c(N(CCOC)C(=O)CSCc2c(C)noc2C)c(=O)[nH]c1=O,-1%,1,15%,-2%,-20%,-1.7,9%,10%
C[C@@H]1CCCCO[C@H](CN(C)Cc2ccc(C(=O)O)cc2)[C@@H](C)CN([C@H](C)CO)C(=O)c2cc(NC(=O)CCC(F)(F)F)ccc2O1,6%,-11,9%,nt,1%,2.2,4%,-14%
O=c1[nH]cnc2ccc([N+](=O)[O-])cc12,-15%,-7,-2%,1%,3%,-2.8,10%,11%
CC(C)CNC(=O)NC(=O)COC(=O)c1cccc(NS(=O)(=O)c2ccc(F)c(F)c2)c1,-2%,6,-2%,0%,7%,0.0,1%,-2%
O=C(COC(=O)c1ccncc1)NCCCc1ccccc1,1%,-1,-17%,-1%,9%,1.1,-1%,-5%
COc1ccc(CCNC(=O)c2cc(C(C)C)on2)cc1OC,1%,-2,?,1%,-6%,-2.1,0%,-13%
Cc1ccc(S(=O)(=O)N2CCOCC2)cc1C(=O)NCC1CCCO1 (stereo not given),-8%,5,-11%,2%,-30%,-11,-6%,1%
CCc1ccc(NC(=S)NC2CC3CCC(C2)N3Cc2ccco2)cc1 (stereo not given),-4%,nt,-9%,0%,-11%,-0.6,-11%,4%
CCOC(=O)CSc1nnc(Cc2ccccc2)n1Cc1ccco1,-7%,nt,10%,-3%,-6%,-0.1,-1%,7%
CCCCN=C1C([N+](=O)[O-])=CC=C2C1=NC1(CCCCC1)N2O,-16%,-8,-5%,-1%,11%,-3.8,-1%,10%
N#Cc1ccccc1NC(=O)CSc1nnc(-c2ccncc2)o1,-1%,1,-8%,0%,10%,-0.9,3%,-6%
CNC(=S)NNC(=O)CCn1nc(C)c(Br)c1C,-10%,nt,2%,nt,-12%,-3.1,-1%,6%
C[C@H](CO)N1C[C@H](C)[C@@H](CN(C)S(=O)(=O)c2cccs2)Oc2ccc(NS(=O)(=O)c3cn(C)cn3)cc2C1=O,-9%,11,0%,1%,2%,-1.8,2%,10%
Cc1sc2nc(SCC(=O)NCCOCCO)n(C)c(=O)c2c1C,-7%,nt,-11%,3%,6%,0.3,-3%,20%
O=C1c2ccccc2C(=O)N1CCc1nn[nH]n1,-5%,nt,-2%,0%,-1%,-1.8,2%,-2%
CC(NC(=O)CCC(=O)c1cccs1)c1ccccc1 (stereo not given),-3%,-26,10%,-3%,5%,1.5,21%,-7%
Nc1nc(SCc2ccccc2)c2ncn(C3CCCCC3)c2n1,-2%,1,-1%,nt,1%,0.3,-7%,5%
O=C(Nc1ccccc1Oc1ccccc1)C1CCCC1,-6%,1,6%,-1%,5%,-2.5,24%,-3%
CCCCc1nc2cc(C(=O)N3CCC(OCCOC)CC3)ccc2o1,-11%,0,-3%,1%,-1%,-0.5,1%,2%
COc1ccc(Cc2nc(-c3ccc(Br)o3)no2)cc1OC,-13%,-2,-10%,-2%,-4%,1.6,-21%,5%
COc1ccc(/C=N/n2c(-c3ccco3)nc3ccccc3c2=O)cc1,1%,0,6%,0%,0%,-1.2,2%,-3%
CC(C)CN1CCN(Cc2nc(C(C)C)cs2)CC1CCO (stereo not given),-10%,4,-16%,0%,-2%,2.4,-18%,-9%
